# Screens from PubChem BioAssay.
# esBAF inh = Bmi1 luciferase reporter increase in mESCs, primary screen, esBAF inhibitor project, mouse ES cells, Bmi1 luciferase knock-in, single point; AID 602393, 2012; 24 h; 100% = twice the neutral-well signal; reporter increase, % at 12.5 µM; hit rate 2% among 350,000; in the data active = activation above about 40%;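 note: 0% = median of the plate's neutral control wells and 100% = double that signal; a rise in the Bmi1 reporter signal indicates esBAF inhibition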
# C2C12 statin = suppressors of statin myotoxicity in C2C12 myotubes, primary screen, cell-based, single point, plate reader. AID 602340, 2012. hit rate 0.78% among 330,000. C2C12 myotubes + simvastatin, ATP luminescence, 48 h; scaled: DMSO 0, geranylgeraniol control 100. rescue of ATP level, % at 7.49 µM;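 active = mean ATP rescue above about 67%, or every replicate alone reaching that limit, limit read from the data, passing the limit was not always enough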;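 note: myotubes were challenged with 10 µM simvastatin during compound exposure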
# FN deposit inh = inhibitors of fibronectin matrix deposition, primary screen, AH1F cells, Alexa488-fibronectin fluorescence, plate reader; AH1F fibroblasts, overnight; inhibition, % at 12.6 µM; hit rate 0.086% among 350,000;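 active = mean inhibition across replicates of 30% or more, regardless of how many single replicates reach that level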;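 note: positive control wells lacked labelled fibronectin entirely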
#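 Schedule: 1 h cell adhesion before compound, then overnight fibronectin incubation; test system: AH1F fibroblast monolayer depositing Alexa488-labelled fibronectin into matrix; quantity: 10000 AH1F cells per well; probe or stimulus: fluorescent fibronectin at 24 nM final; signal: fluorescence, ex 485 nm, em 525 nm; evaluation: percent inhibition as loss of matrix-bound fibronectin fluorescence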
# LGR2 antag = inhibitors of bursicon-induced LGR2 CRE-luciferase signal, primary screen, cell-based, HEK293, CRE-luciferase reporter, bursicon stimulation; Drosophila bursicon receptor LGR2 (rickets); bursicon-stimulated, 4 h; inhibition, % at 9.99 µM; hit rate 0.35% among 380,000; AID 720647, 2013;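 active = drop in luminescence signal, shown as inhibition above about 50% in the replicate tests, limit read from the data, passing the limit was not always enough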;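 note: agonist challenge used bursicon conditioned medium at about half maximal strength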
# SIRT5 block = SIRT5 desuccinylase inhibitors, primary screen, biochemical, fluorescence imaging, single point, set 5; inhibition, % at 15 µM; hit rate 1.1% among 330,000; Purified SirT5, succinyl-peptide AMC, trypsin-coupled fluorescence; NAD-dependent protein deacylase sirtuin-5, mitochondrial (Homo sapiens), Q9NXA8; in the data active = inhibition above about 15%
# Target sequence (Q9NXA8 whole entry, looked up): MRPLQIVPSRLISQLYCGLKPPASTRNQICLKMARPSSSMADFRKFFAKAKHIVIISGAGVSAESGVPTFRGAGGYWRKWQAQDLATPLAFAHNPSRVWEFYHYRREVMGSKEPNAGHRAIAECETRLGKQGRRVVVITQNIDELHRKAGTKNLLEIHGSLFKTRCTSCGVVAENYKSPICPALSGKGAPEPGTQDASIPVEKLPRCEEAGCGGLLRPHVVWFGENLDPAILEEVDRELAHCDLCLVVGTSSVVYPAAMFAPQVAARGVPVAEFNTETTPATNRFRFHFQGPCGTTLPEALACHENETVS
# Casp6 inh = human caspase-6 inhibitors, primary screen, biochemical, VEID-R110 fluorescence, single point, set 2 | P55212 | purified caspase-6, Z-VEID-R110 cleavage fluorescence | inhibition, % at 12.5 µM | hit rate 0.53% among 350,000;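 active = mean inhibition across replicates at least about 35%, with every replicate also reaching that limit, limit read from the data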;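 note: 0% = median of neutral control wells and 100% = no fluorescence left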
# Target sequence (P55212 24-179 limits assumed): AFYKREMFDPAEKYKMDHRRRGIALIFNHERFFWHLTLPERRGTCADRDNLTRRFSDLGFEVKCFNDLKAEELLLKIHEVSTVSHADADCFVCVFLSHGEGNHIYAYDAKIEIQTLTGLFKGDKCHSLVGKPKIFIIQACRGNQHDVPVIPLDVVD
# Target sequence (P55212 194-293 limits assumed): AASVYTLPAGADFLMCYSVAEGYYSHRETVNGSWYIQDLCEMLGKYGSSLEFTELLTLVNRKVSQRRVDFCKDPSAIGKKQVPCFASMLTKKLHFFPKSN
# S100A4 MyoIIA = inhibitors of S100A4-myosin IIA peptide binding, primary screen, biochemical, fluorescence polarization, TAMRA-MyoIIA peptide; hit rate 0.14% among 360,000; Protein S100-A4 (Homo sapiens), P26447; AID 652163, 2013; inhibition, % at 10.7 µM;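 active = mean inhibition of at least 70% across replicates, with every replicate also reaching that level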
# Target sequence (P26447 whole entry, looked up): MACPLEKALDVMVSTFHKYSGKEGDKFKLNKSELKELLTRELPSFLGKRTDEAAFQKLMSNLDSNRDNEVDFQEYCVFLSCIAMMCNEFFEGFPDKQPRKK
#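 System – human S100A4 monomer protein, biochemical binding assay · Buffer or medium – Calcium-containing HEPES buffer, pH 7.2 · Timing – 5 min between mix addition and reading · Also added – TAMRA-labelled myosin IIA heavy-chain peptide probe, 5 nM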
# Numbers without * were called inactive; · = no result given.
SMILES,esBAF inh,C2C12 statin,FN deposit inh,LGR2 antag,SIRT5 block,Casp6 inh,S100A4 MyoIIA
CCn1c(-c2cccnc2)n[nH]c1=S,-3,13,·,-3,0,·,-12
CCN(CC)c1ccc(/C=N/NC(=O)c2cc(C)nc3ccccc23)cc1,·,·,-7,-5,-3,2,-2
Cc1ccccc1CS(=O)(=O)c1cn(CC(=O)N2CCC(C)CC2)c2ccccc12,-1,-4,0,-16,·,·,·
CC(C)(C)OC(=O)N1CCCC(C(=O)Nc2cccc(C(=O)NCCc3ccccc3)c2)C1 (stereo not given),28,4,2,-36,-2,-3,-3
O=C1CSC(=NC(=O)c2ccccc2)N1,14,8,·,21,-6,1,-1
CCCCOC(=O)COc1ccc(Cl)cc1Cl,0,1,·,6,·,-2,-5
Cc1ccc2nc(Nc3nc(CSc4nnc(C)s4)cc(=O)[nH]3)nc(C)c2c1,·,·,-2,-11,0,7,-5
CN1CCN(C(=O)/C(=C/c2ccc(F)cc2)c2ccsc2)CC1,·,·,4,12,-7,-12,2
CCCCn1c(N)c(N(CCC(C)C)C(=O)COC(=O)c2cccnc2OCC)c(=O)[nH]c1=O,0,1,-4,9,-5,0,-7
COc1ccc(NC(=O)N2C[C@@H](O)COC[C@@H]3O[C@@H](CC(=O)N4CCOCC4)CC[C@H]32)cc1,0,-1,4,-4,-3,-1,4
CCCCNC(=O)C1CCC(CNS(=O)(=O)c2cccc3nsnc23)CC1 (stereo not given),3,-11,-3,-8,2,4,-15
CCC(CC)c1nnc(NC(=O)[C@@H](NC(=O)c2cccc(C)c2)C(C)C)s1,·,·,13,3,-1,0,9
CCCCOC(=O)CCc1c(C)n[nH]c1C,·,·,-4,3,11,0,0
CNC(=O)c1ccc(-c2ccccc2)s1,58*,-23,·,-67,·,·,·
COc1ccc(NC(=S)NCc2cccn2C)cc1,6,-3,19,4,-3,0,-2
Cc1cc(C)c(C)c(S(=O)(=O)N(C)CCc2ccccn2)c1C,6,3,0,-6,-3,1,0
COc1ccc(S(=O)(=O)Nc2cccc3c2O[C@H](CN(C)Cc2ccc(Oc4ccccc4)cc2)[C@H](C)CN([C@H](C)CO)C3=O)cc1,2,-22,·,7,2,-2,-2
CCCN1CCC(=O)N([C@H](CSc2ccc(C)cc2)CC(C)C)CC1,46*,-30,3,-63,·,·,·
O=[N+]([O-])c1cc(Cl)ccc1Oc1ccc(-c2nnco2)cc1,·,·,-9,-18,-4,0,16
O=C(CSc1nnnn1C1CCCC1)NCc1cccs1,·,·,·,-4,-2,3,1
C[C@@H]1CN([C@@H](C)CO)C(=O)c2cc(NC(=O)C3CCCCC3)ccc2O[C@H]1CN(C)Cc1ccc(C(F)(F)F)cc1,-4,·,·,-5,2,2,10
CCC(=O)N(C)C[C@@H]1Oc2ncc(-c3ccccc3OC)cc2C(=O)N([C@H](C)CO)C[C@@H]1C,4,-5,3,-11,-2,0,-16
Cc1ccc(S(=O)(=O)N2CCOCC2)cc1NC(=O)COC(=O)C1CCC1,-3,8,-19,4,-4,-1,-2
Cc1ccc2nc(N(CCN(C)C)C(=O)C3CCN(S(=O)(=O)c4cccs4)CC3)sc2c1,-3,-9,-2,-27,·,1,-1
O=S(=O)(NC1CCN(S(=O)(=O)c2c(F)cccc2F)C1)c1ccc2c(c1)OCCO2 (stereo not given),-6,2,8,-3,·,0,-5
# Following part.
SMILES,esBAF inh,C2C12 statin,FN deposit inh,LGR2 antag,SIRT5 block,Casp6 inh,S100A4 MyoIIA
CC(C)C(=O)Nc1csc(C(F)(F)F)c1-c1ccccc1,·,·,-6,4,-4,0,-3
CCc1nnc(NC(=O)[C@@H](NC(=O)c2ccc(OC)cc2)C(C)C)s1,·,·,3,10,-2,3,6
COc1ccccc1NC(=O)/C(C#N)=C/c1cccnc1,1,-8,-1,14,-1,-5,0
O=C1C/C(=C\c2c(F)cccc2Cl)N2CCC1CC2,·,·,3,13,1,-1,1
CN(C)C(=O)[C@@H]1[C@@H](CO)[C@@H]2Cn3c(ccc(C4=CCCC4)c3=O)[C@H]1N2Cc1ccccn1,·,·,·,-5,-20,2,6
O=C(CCNS(=O)(=O)c1c(Cl)cccc1Cl)N1CCCC1,-9,-2,6,·,-1,-2,0
COCCNC(=S)N(Cc1cccs1)Cc1cc2cccc(C)c2[nH]c1=O,·,·,-1,-25,1,3,1
Cc1ccc(C(=O)NC2CCc3ccccc3C2=O)cc1 (stereo not given),23,-1,-12,-54,-2,3,6
C/C(CC(=O)Nc1cccc(Cl)c1)=N\NC(=O)Cc1ccc(Cl)cc1,-7,-9,-4,·,·,·,·
CCCCn1c(N)c(N(CC)C(=O)c2cc(OC)cc(OC)c2)c(=O)[nH]c1=O,2,7,-14,-1,0,0,-13
C[C@@H]1CN([C@@H](C)CO)C(=O)Cc2cc(NS(=O)(=O)c3ccc(F)cc3)ccc2O[C@H]1CN(C)C(=O)Nc1cccc2ccccc12,·,·,-4,-12,2,1,4
O=C(CCn1c(=O)c2ccccc2n(Cc2ccccc2)c1=O)NC1CCN(Cc2ccccc2)CC1,-2,-2,-2,-1,-3,-3,-5
CCCC(=O)Nc1ccc2c(c1)C(=O)N(C)C[C@@H](OC)[C@H](C)CN(S(=O)(=O)c1cn(C)cn1)[C@H](C)CO2,-6,4,2,1,·,0,-6
CN(C)C(CNc1ccc(C(F)(F)F)cn1)c1ccccc1 (stereo not given),8,32,0,-44,·,-10,-20
O=C(Nc1ccc(C(=O)N2CCCCC2)cc1)c1cccc([N+](=O)[O-])c1,·,·,7,-15,1,-2,-1
O=C(C[C@H]1C[C@H]2c3cc(NC(=O)C4CCOCC4)ccc3O[C@H]2[C@@H](CO)O1)NCc1ccccc1,2,-3,1,-4,3,2,8
CCn1nnc(NC(=S)NC(=O)c2ccc(-c3cccc(Cl)c3)o2)n1,·,·,7,-8,-2,4,0
COc1ccc(CN2CCN(C(=O)C3CCN(S(=O)(=O)c4cccs4)CC3)CC2)c(OC)c1OC,·,·,-3,-20,·,2,0
COc1ccc(C#Cc2ccc([C@@H]3[C@@H](CO)N4CCCCN(S(=O)(=O)c5cn(C)cn5)C[C@H]34)cc2)cc1,-8,-3,·,-17,2,0,11
COCC(=O)N(C)C[C@@H]1Oc2cc(-c3ccc(OC)cc3)ccc2S(=O)(=O)N([C@H](C)CO)C[C@@H]1C,-2,-2,·,-3,6,1,10
NC(=O)NC(=O)COC(=O)CCSc1ccccc1,-2,1,·,-48,-4,5,0
O=C(CSCc1ccccc1Cl)N1CCN(c2ccccn2)CC1,58*,-1,·,-57,·,·,·
Cn1c(=O)c2c(nc(CN3CCN(c4ccc(F)cc4)CC3)n2CCN2CCOCC2)n(C)c1=O,·,·,1,-4,-2,1,-5
C[C@@H]1CN([C@@H](C)CO)C(=O)c2cc(-c3cccc(C(=O)N(C)C)c3)cnc2O[C@@H]1CN(C)C,-2,4,-6,8,1,0,5
COc1cccc(C(=O)Nc2ccc3c(c2)C(=O)N(C)[C@@H]2CC[C@@H](CC(=O)NCCCN4CCOCC4)O[C@H]2CO3)c1,0,-7,15,6,1,-6,7

# Sorted by heavy-atom count (largest number first): 14 of the compounds above.
SMILES,esBAF inh,C2C12 statin,FN deposit inh,LGR2 antag,SIRT5 block,Casp6 inh,S100A4 MyoIIA
C[C@@H]1CN([C@@H](C)CO)C(=O)Cc2cc(NS(=O)(=O)c3ccc(F)cc3)ccc2O[C@H]1CN(C)C(=O)Nc1cccc2ccccc12,·,·,-4,-12,2,1,4
COc1cccc(C(=O)Nc2ccc3c(c2)C(=O)N(C)[C@@H]2CC[C@@H](CC(=O)NCCCN4CCOCC4)O[C@H]2CO3)c1,0,-7,15,6,1,-6,7
COc1ccc(C#Cc2ccc([C@@H]3[C@@H](CO)N4CCCCN(S(=O)(=O)c5cn(C)cn5)C[C@H]34)cc2)cc1,-8,-3,·,-17,2,0,11
COc1ccc(CN2CCN(C(=O)C3CCN(S(=O)(=O)c4cccs4)CC3)CC2)c(OC)c1OC,·,·,-3,-20,·,2,0
C[C@@H]1CN([C@@H](C)CO)C(=O)c2cc(-c3cccc(C(=O)N(C)C)c3)cnc2O[C@@H]1CN(C)C,-2,4,-6,8,1,0,5
CN(C)C(=O)[C@@H]1[C@@H](CO)[C@@H]2Cn3c(ccc(C4=CCCC4)c3=O)[C@H]1N2Cc1ccccn1,·,·,·,-5,-20,2,6
CCCCn1c(N)c(N(CC)C(=O)c2cc(OC)cc(OC)c2)c(=O)[nH]c1=O,2,7,-14,-1,0,0,-13
COCCNC(=S)N(Cc1cccs1)Cc1cc2cccc(C)c2[nH]c1=O,·,·,-1,-25,1,3,1
O=C(Nc1ccc(C(=O)N2CCCCC2)cc1)c1cccc([N+](=O)[O-])c1,·,·,7,-15,1,-2,-1
C/C(CC(=O)Nc1cccc(Cl)c1)=N\NC(=O)Cc1ccc(Cl)cc1,-7,-9,-4,·,·,·,·
O=C(CSCc1ccccc1Cl)N1CCN(c2ccccn2)CC1,58*,-1,·,-57,·,·,·
CN(C)C(CNc1ccc(C(F)(F)F)cn1)c1ccccc1 (stereo not given),8,32,0,-44,·,-10,-20
CC(C)C(=O)Nc1csc(C(F)(F)F)c1-c1ccccc1,·,·,-6,4,-4,0,-3
O=C1C/C(=C\c2c(F)cccc2Cl)N2CCC1CC2,·,·,3,13,1,-1,1

# (listing goes on)
SMILES,esBAF inh,C2C12 statin,FN deposit inh,LGR2 antag,SIRT5 block,Casp6 inh,S100A4 MyoIIA
CC(=O)c1cccc(NC(=O)COC(=O)CCC(=O)c2ccc(F)cc2)c1,-5,-2,-13,-8,2,0,-1
COc1ccc(S(=O)(=O)Nc2cccc3c2O[C@H](CN(C)C(=O)Nc2cccc4ccccc24)[C@H](C)CN([C@H](C)CO)C3=O)cc1,-3,·,6,-4,·,·,·
CCc1[nH]nc2c1C1(CCN(C(=O)OCc3ccccc3)CC1)C(C#N)=C(N)O2,5,-5,11,·,·,·,·
Cn1c(=O)c2c(nc(SCCN3CCOCC3)n2C)n(C)c1=O,3,-6,2,-4,1,2,3
O=C(CN1C2CCCC1CC(NC(=O)C1CCCCC1)C2)NCc1ccc(F)cc1 (stereo not given),-3,12,-16,-11,1,-4,-2
Cc1oc(-c2ccccc2Cl)nc1CS(=O)CC(=O)NCc1ccccc1Cl (stereo not given),-1,-24,-1,6,-1,2,-4
CCOc1ccc(C(O)(c2ccccc2OC)C(CN2CCCC2)c2ccccc2)cc1 (stereo not given),9,-117,7,12,4,-8,10
CCN(CC(=O)Nc1ccc2c(c1)OCCO2)c1ccc(S(=O)(=O)N2CCOCC2)cn1,1,-2,-6,·,·,·,·
COc1ccc(C2c3[nH]c4ccccc4c3CCN2CCCn2cccn2)c(F)c1 (stereo not given),·,·,8,4,-2,1,-3
O=C(c1ccccc1NS(=O)(=O)c1ccc([N+](=O)[O-])cc1[N+](=O)[O-])N1O[C@@H]2C=C[C@H]1C2,-1,3,-13,14,-1,37*,0

# The list is partial, so the mix of outcomes need not match the whole.
